# Assay outcomes (PubChem BioAssay)
# D2 potentiator = positive allosteric modulators of human D2 dopamine receptor; hit rate 0.34% among 340,000; potentiation, % at 10 µM; HEK293 T-REx D2, calcium flux, EC20 dopamine potentiation; P14416;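 active = potentiation over 3 SD above the plate norm, cut at about 30% in these data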; also: 0% is about no effect
# Target sequence (P14416 whole entry, looked up): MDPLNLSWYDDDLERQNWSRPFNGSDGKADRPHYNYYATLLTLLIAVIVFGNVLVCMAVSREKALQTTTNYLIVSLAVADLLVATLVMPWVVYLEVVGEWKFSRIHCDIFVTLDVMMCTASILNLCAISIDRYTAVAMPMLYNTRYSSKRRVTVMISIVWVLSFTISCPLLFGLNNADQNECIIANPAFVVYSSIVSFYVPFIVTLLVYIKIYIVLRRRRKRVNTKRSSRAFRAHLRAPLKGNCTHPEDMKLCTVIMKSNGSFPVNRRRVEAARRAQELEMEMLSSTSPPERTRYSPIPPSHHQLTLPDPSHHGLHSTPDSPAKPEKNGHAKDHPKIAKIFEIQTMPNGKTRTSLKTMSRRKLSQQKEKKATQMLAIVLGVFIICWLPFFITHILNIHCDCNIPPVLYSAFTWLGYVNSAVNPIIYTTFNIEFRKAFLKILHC
#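 Tetracycline-induced Hek293 Trex D2 cells, force-coupled to calcium, loaded with no-wash calcium dye. Compound added with 180 s kinetic read for agonism, then EC20 dopamine and a further 180 s read for potentiation.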
# TRHR agonist = activates the human TRH receptor. P34981. TRHR cells, calcium flux fluo-8, FDSS agonist mode. activation, % at 2 µM. hit rate 0.18% among 360,000; also: 0% is about no effect
# Target sequence (P34981 whole entry, looked up): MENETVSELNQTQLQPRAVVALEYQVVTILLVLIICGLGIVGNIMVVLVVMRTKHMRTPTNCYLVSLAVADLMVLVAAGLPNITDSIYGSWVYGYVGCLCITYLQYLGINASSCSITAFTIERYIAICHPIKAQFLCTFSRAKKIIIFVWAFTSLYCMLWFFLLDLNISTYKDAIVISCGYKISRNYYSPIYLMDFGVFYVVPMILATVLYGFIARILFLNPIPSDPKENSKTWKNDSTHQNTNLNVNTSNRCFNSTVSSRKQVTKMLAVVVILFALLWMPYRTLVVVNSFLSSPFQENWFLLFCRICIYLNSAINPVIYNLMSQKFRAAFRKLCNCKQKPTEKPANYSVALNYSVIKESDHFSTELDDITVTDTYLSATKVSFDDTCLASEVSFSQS
#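 Agonist-mode FDSS calcium read (Ex 480/Em 530, 1 s cycles) in 1536-well TRHR cells with fluo-8 dye, after 10-cycle baseline and 23 nL compound addition; TRH at EC20 (10 nM final) added afterwards for the enhancer phase.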
# D2 ag = agonists of human D2 dopamine receptor. HEK293 T-REx D2 cells, calcium flux agonist mode. activation, % at 2 µM. hit rate 0.53% among 340,000;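 active = activation over 3 SD above normal in the single-dose calcium agonist read, cut at about 30% in these data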; also: 0% is about no effect
#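 Tetracycline-induced HEK293 Trex cells with D2 receptor force-coupled to calcium signaling, plated overnight at 30 C and loaded with no-wash calcium dye. Calcium flux read kinetically for 180 s after compound addition; responses flag agonists.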
# D1 ag = activates the human D1 dopamine receptor. P21728. HEK293 T-REx D1 cells, calcium flux, agonist mode. activation, % at 2 µM. hit rate 1% among 360,000. AID 504660; also: 0% is about no effect
#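 Agonism was scored from calcium flux recorded over 180 s (1 read/s) after pintool compound addition, following a 10-cycle baseline. Cells were inducible force-coupled HEK293 TREx D1, plated overnight at 30 C and loaded with no-wash calcium dye.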
# D1 PAM = human D1 dopamine receptor positive modulation | AID 504651 | hit rate 0.036% among 360,000 | potentiation, % at 10 µM | HEK293 TREx D1 cells, calcium flux, dopamine EC20 potentiation; in the data active = potentiation above about 30%; also: 0% is about no effect
# RXFP1 antag = blocks the human relaxin receptor RXFP1; Q9HBX9; HEK293-RXFP1, relaxin-stimulated cAMP HTRF, 30 min; active compounds read low; activity change, negative = inhibition, % at 57.5 µM; hit rate 0.59% among 350,000; AID 1259400;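 active = activity change of -60% or lower, but not beyond a set lower limit; inconclusive = change between -60% and -40%, or beyond the set limit; inactive = change above -40%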; also: % is scaled to controls: 0 for no effect and ±100 for the full control effect
# TRHR PAM = TRH receptor (human) allosteric enhancement. P34981. TRHR cells, fluo-8 calcium fluorescence, EC20 TRH enhancement. enhancement, % at 2 µM. hit rate 0.66% among 360,000. AID 493056; in the data active = enhancement above about 30%; also: 0% is about no effect
#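 Enhancer read-out: after compound pinning and an initial kinetic agonist-mode read, an EC20 of TRH (10 nM final) was injected and fluo-8 calcium signal (Ex 480/Em 530) followed at 1 s/cycle for 100 cycles in TRHR-expressing cells.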
# D2 antagonist = antagonizes the human D2 dopamine receptor | P14416 | hit rate 2% among 340,000 | HEK293 TREx D2 cells, calcium flux, dopamine EC80 | inhibition, % at 10 µM; in the data active = inhibition above about 30%; also: 0% is about no effect
#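 Measurement of antagonist activity uses fluorescent calcium dye in inducible HEK293 T-REx D2 cells: 10 s baseline, compound addition with 180 s read, EC80 dopamine addition with a further 180 s read.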
# D1 antag = human D1 dopamine receptor antagonism; P21728; HEK293 TREx D1 cells, calcium flux, dopamine EC80; active compounds read low; activity change, negative = inhibition, % at 10 µM; hit rate 3.2% among 360,000; in the data active = activity change below about -30%; also: % is scaled to controls: 0 for no effect and ±100 for the full control effect
#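 Allosteric or orthosteric antagonism assessed as attenuation of the calcium response to EC80 dopamine, added 180 s after compound, in induced HEK293 Trex D1 cells loaded with no-wash calcium dye.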
# * hit, by the source's call; ? = inconclusive; / = not tested or not shown; & = joins results of further samples. Rule as the data show it, unless noted: active = activation above about 30%; inactive = the rest. The order is random. About 7.1% of those tested had a hit in this group.
SMILES,D2 potentiator,TRHR agonist,D2 ag,D1 ag,D1 PAM,RXFP1 antag,TRHR PAM,D2 antagonist,D1 antag
CCN(CC)S(=O)(=O)c1cc(NC(=O)C(C)N2CCN(Cc3ccc4c(c3)OCO4)CC2)ccc1C (stereo not drawn),-26,-0.7,-0.7,3,-3,/,-7,84*,-2
O=C(Nc1ncc([N+](=O)[O-])s1)C1COc2ccccc2O1 (stereo not drawn),-4,7.6,8.0,26,-1,-11,0,6,-5
c1n[nH]c(NCc2ccc3c(c2)OCO3)n1,1,0.1,-0.5,0,-1,-10,2,-12,5
CC(C)C(=O)Nc1cc(C(F)(F)F)ccc1-n1ccnc1,2,0.0,1.1,1,2,-4,-3,-1,2
O=C(O)c1cccc(CSc2nnc(COc3ccccc3)o2)c1,-7,0.1,-2.1,6,8,-7,-4,-8,-6
CC(C)(CO)NS(=O)(=O)c1ccc2c(c1)C(=NO)c1cc(S(=O)(=O)NC(C)(C)CO)ccc1-2,15,-0.7,0.3,5,-5,-2,5,4,5
Cc1ccc(C)c(C(=O)C(C)OC(=O)c2cccn2C)c1 (stereo not drawn),10,-0.4,-2.0,1,-7,-13,-1,-4,16
Cc1ccccc1COc1ccc(/C=C(\C#N)C(N)=O)cc1,-4,-0.7,0.1,0,-2,2,0,1,/
Nn1c(SCc2ccc(F)cc2)nnc1-c1ccncc1,7,0.2,0.2,0,10,-5,4,-5,8
NS(=O)(=O)c1cccc(NC(=O)c2cccs2)c1,9,0.2,0.3,0,1,17,0,2,7
N#Cc1ccc(N2CCc3ccccc3C2)c([N+](=O)[O-])c1,3,-0.3,0.5,1,-7,-15,-7,5,-7
Cc1c(Cl)ccc2c(C(=O)Nc3cc(C(C)(C)C)on3)cc(-c3ccccn3)nc12,1,-0.7,0.2,0,11,-9,5,-3,8
O=C(CCCc1nc(-c2ccc(Cl)cc2)no1)NCc1ccco1,6,-0.5,-0.9,11,-1,-11,4,/,-15
CNC(=O)CSc1nnc(SCCC(=O)O)s1,-1,0.8,-0.1,-1,9,3,-1,-5,-3
CC(C)(C)NC(=O)CN(C(=O)C(=O)Nc1ccc2c(c1)OCCO2)C1CC1,-4,0.3,-2.9,12,/,-9,1,6,-7
COCCC(=O)N1CCC(Oc2ccc(C(=O)N3CCCCC3CCO)cc2)CC1 (stereo not drawn),-7,0.3,/,-1,0,-2,-12,/,9
Clc1ccc(-c2csc3ncnc(Cl)c23)cc1,-2,-0.4,-1.1,-1,-1,-14,3,17,-7
CCc1cc(-c2n[nH]c(CCC(=O)O)c2-c2nc3ccccc3n2C)c(O)cc1O,/,0.2,-0.2,1,5,3,2,6,-2
COc1cccc(CNC(=O)c2cc(=O)[nH]c3ccc(S(=O)(=O)N4CCCC4)cc23)c1,-3,-0.2,-0.1,3,0,/,4,/,-8
COc1ccc(-c2csc(NC(=O)c3ccc(S(C)(=O)=O)cc3)n2)cc1,-2,0.4,0.1,5,5,-17,-3,-6,9
CCOC(=O)c1c(-c2ccc(Cl)cc2)csc1NC(=O)CNCc1ccco1,-26,0.2,51*,6,-2,-3,-1,18,-20
C(=C\CSc1ncn[nH]1)/CSc1ncn[nH]1,6,0.1,-1.2,3,6,4,-4,24,3
S=c1[nH]nc(COc2ccccc2)n1/N=C/c1ccccn1,11,0.2,0.1,1,4,/,-6,-11,-1
COCCNC(=O)CC(=O)N/N=C/c1cccc(C(=O)OC)c1,-4,-0.9,-0.6,6,2,-23,4,0,-4
COc1ccccc1/C=N/NC(=O)c1c(-c2ccccc2)noc1C,5,-2.0,-1.8,-2,-8,1,-2,7,5
CCOc1ccc(/C=N/NC(=O)c2ccc(Cn3cc(Br)cn3)o2)cc1,-1,0.0,0.0,2,1,-23,4,-9,2
O=C(NCC1CCCO1)C1CCN(C(=O)c2ccc(Cl)cc2)CC1 (stereo not drawn),-6,0.3,0.0,3,-7,9,-3,-6,-11
COc1ccccc1NC(=O)Nc1ccc2c(c1)nnn2C,-11,-0.3,0.7,0,1,7,0,0,2
COc1ccc(S(=O)(=O)Cc2ccc(C(=O)NC3CCCCC3)o2)cc1,-7&13,-0.6&-0.5,1.0&-0.2,0&8,2&-3,5,-1&12,0,-9&-2
CCS(=O)c1ccccc1C(=O)OC(C)C(=O)Nc1ccc(S(=O)(=O)N2CCCC2)cc1 (stereo not drawn),7,0.7,-0.4,4,2,-9,-1,1,5
O=C(NCc1ccccc1OC(F)(F)F)C1CCC(=O)N(Cc2cccc(F)c2)C1 (stereo not drawn),3,0.1,-0.8,2,0,9,-9,-9,-11
CCOc1cc(S(=O)(=O)NC2CCCCC2)ccc1F,-1,0.3,0.5,2,-2,5,-5,12,-2
CC(=O)N/C(=C/c1ccc2c(c1)OCO2)C(=O)N1CCOCC1,9,1.0,-1.1,1,-7,6,-1,5,-2
COc1ccc([N+](=O)[O-])cc1NC(=O)CSc1ccc2ccccc2c1,-2,0.5,0.7,4,-6,-20,4,-10,-18
Cc1onc(-c2ccccc2)c1C(=O)N/N=C/c1c(F)cccc1Cl,7,1.2,0.2,6,2,-10,11,22,-1
COc1ccc(-c2nc(C#N)c(N3CCC(C(N)=O)CC3)o2)cc1,0,-0.6,-1.1,3,0,-6,-2,9,-5
O=C(COC(=O)c1ccccn1)Nc1cccc(Cl)c1Cl,-6,-1.0,-0.8,2,-6,9,-6,-5,2
CCc1cccc(NC(=O)Nc2cn(C)c(=O)c3ccccc23)c1,-5,-0.8,-1.2,2,-3,/,9,/,6
COc1ccc(-c2cn3cccnc3n2)cc1NC(=O)c1c(F)cccc1F,-8,-0.2,/,-1,-3,4,1,/,-35*
COc1ccc(Br)cc1CNC(=O)c1cc(=O)[nH]c2ccc(S(=O)(=O)N3CCCCC3C)cc12 (stereo not drawn),-8,0.7,-0.4,-2,2,?,4,/,-8
Cc1ccc(C(=O)c2oc3ccccc3c2NC(=O)c2cc(-c3ccccc3)on2)cc1,-3,1.0,1.5,1,1,/,1,/,2
O=C(Nc1cccc2c1CCCC2)C1CCN(C(=O)NC2CCCCC2)CC1,4,-0.7,0.4,-2,1,-29,3,9,7
O=C(c1cc(COc2ccc(F)cc2Cl)on1)N1CCC(OCc2cccnc2)CC1,12,0.5,0.6,7,0,-8,-3,0,-12
Cc1cc(NC(=O)CSc2nc(-c3ccco3)cc(C(F)(F)F)n2)no1,-2,1.5,1.5,4,-2,-11,-8,36*,-3
CC(C)(C)Cc1nnc(NC(=O)CN2C(=O)c3ccccc3C2=O)s1,5,0.7,1.3,3,-2,3,-1,9,-11
Cc1ccc(CSc2nnc(-c3ccncc3)n2C)cc1,-2,0.1,0.4,1,-9,5,-2,-2,8
O=C(NCc1cccnc1)c1ccccc1NC(=O)c1c(F)cccc1F,3,-0.5,-0.8,4,-1,5,-10,11,16
O=C(NCc1ccco1)C1(c2ccccc2)CCCC1,-4,0.0,-0.5,4,1,2,-15,8,-15
COC(=O)c1cc(NC(=O)C2COc3ccccc3O2)ccc1Cl (stereo not drawn),2,-0.2,0.5,0,-7,-11,-1,5,-13
Cc1ccc(N2C(=O)C3C(C2=O)N2C(c4cccs4)C4C(=O)N(c5ccc(C)cc5)C(=O)C4N2C3c2cccs2)cc1 (stereo not drawn),5,0.9,0.8,9,-8,?,5,2,-14
COc1cccc(OCc2cc(C(=O)NCc3ccc4c(c3)OCO4)no2)c1,-1,0.2,0.3,6,2,14,-2,-1,11
CCCC(=O)Nc1c2c(nn1-c1ccc(F)cc1)CS(=O)(=O)C2,15,-0.4,0.5,-1,-2,25,4,-1,6
O=C(CN1C(=O)c2cccc3cccc1c23)N1CCN(c2cccc(Cl)c2)CC1,-3,-0.3,0.3,3,8,-2,-1,-6,7
CCOC(=O)c1c(C)c(C(=O)NCC2CCCO2)c(C)n1CC (stereo not drawn),14,0.5,0.0,3,1,-7,3,1,6
CCOC(=O)/C(C#N)=C1/C(=O)N(Cc2ccccc2)c2ccccc21,-1,6.5,0.8,-1,-2,5,-12,-1,14
Cc1ccc(NC(=O)Cn2nc(C)c3ccccc3c2=O)cc1,9,0.6,0.3,-1,-2,2,5,-16,-23
COc1cc(C(=O)Nc2ccc3c(c2)C(=O)N(CCC(=O)O)C3=O)cc(OC)c1OC,-9,0.2,-1.0,-1,-8,2,2,-1,10
COc1ccc(C(=O)Nc2ccc3oc(-c4cccc(Cl)c4)cc(=O)c3c2O)cc1,2,-0.7,-0.5,4,-5,/,-1,-20,1
Cc1ccc(O)c(CNc2nc3ccccc3n2C)c1,1,2.5,0.2,14,-6,-6,9,0,1
COc1ccc(NC(=O)CCCc2c[nH]c3ccccc23)cc1OC,-3,-0.8,-0.5,4,-4,-4,1,0,6

# Entries of single compounds as entered above:
# Cc1ccc(CSc2nnc(-c3ccncc3)n2C)cc1 is entered as D2 potentiator = -2; TRHR agonist = 0.1; D2 ag = 0.4; D1 ag = 1; D1 PAM = -9; RXFP1 antag = 5; TRHR PAM = -2; D2 antagonist = -2; D1 antag = 8
# O=C(CN1C(=O)c2cccc3cccc1c23)N1CCN(c2cccc(Cl)c2)CC1 is entered as D2 potentiator = -3; TRHR agonist = -0.3; D2 ag = 0.3; D1 ag = 3; D1 PAM = 8; RXFP1 antag = -2; TRHR PAM = -1; D2 antagonist = -6; D1 antag = 7

# 3 entries from above, sorted by their value in D1 PAM, descending:
Structure	D2 potentiator	TRHR agonist	D1 ag	D1 PAM	RXFP1 antag	TRHR PAM	D2 antagonist	D1 antag
O=C(NCc1ccco1)C1(c2ccccc2)CCCC1	-4	0.0	4	1	2	-15	8	-15
Cc1ccc(NC(=O)Cn2nc(C)c3ccccc3c2=O)cc1	9	0.6	-1	-2	2	5	-16	-23
COc1cc(C(=O)Nc2ccc3c(c2)C(=O)N(CCC(=O)O)C3=O)cc(OC)c1OC	-9	0.2	-1	-8	2	2	-1	10

# The listing continues.
SMILES,D2 potentiator,TRHR agonist,D2 ag,D1 ag,D1 PAM,RXFP1 antag,TRHR PAM,D2 antagonist,D1 antag
CC(C)CCN1CCN(Cc2ccsc2)CC1CCO (stereo not drawn),-13,1.6,3.6,3,-4,-1,7,-12,-30
Cc1cccc(CC(=O)NCCc2csc(-c3ccc(C(F)(F)F)cc3)n2)c1,1,-0.5,1.6,4,1,-37,1,/,-13
CC(NC(=O)Cc1ccsc1)c1ccc(Cl)cc1Cl (stereo not drawn),22,-0.1,0.2,10,-5,-21,-6,4,8
OCC(O)CSc1nc(-c2ccccc2)nc2c1CCC2 (stereo not drawn),-1,-1.5,1.5,0,-4,-5,10,-15,12
CCOc1ccc(CCNC(=O)CSc2nn(-c3ccc(C)c(Cl)c3)c(=S)s2)cc1OCC,/,0.1,/,4,-11,/,-5,/,-18
CCOC(=O)c1c(C)[nH]c(C)c1S(=O)(=O)NCC(=O)Nc1cc(Cl)ccc1OC,0,-0.3,-0.2,2,1,/,0,/,-16
